# TbPYK inhibitor: T. brucei pyruvate kinase inhibition | Q57TT1 | TbPYK enzyme, Kinase-Glo Plus ATP luminescence, 45 min | Potency, µM (series often up to 76.8 µM), without a hit: top-dose activity, negative = inhibition, hits mostly inhibitors | hit rate 0.12% among 410,000 | AID 624173; further: nearly all actives have a fitted effect of over 50% in size
#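 Quantitative HTS: titrated library compounds versus trypanosomal pyruvate kinase in TEA buffer (pH 7.2) containing KCl, MgCl2, BSA and Tween-20. Reactions were initiated with ADP, 130 uM final. Kinase-Glo Plus luminescence was read after 45 min at RT.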
# HCV inhibitor: blocks hepatitis C virus. Huh7.5.1 HCVcc-Cre infection, luciferase reporter, 44 h. Potency, µM (doses to about 41.8 µM), inactives show top-dose activity change, negative = inhibition, actives largely listed as inhibitors. hit rate 3.4% among 340,000. AID 651820
#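 Seed cells (1,000/well) for 4 h; treat with compound and infect with HCVcc-Cre, moi about 0.5. Incubate 44 h, then detect luciferase activity.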
# Pf growth 96h: P. falciparum growth inhibition at 96 hour, primary screen for plastid delayed-death inhibitors | hit rate 6.9% among 320,000 | AID 504834 | Potency, µM (highest dose often 28.7 µM), for inactives: at the top dose activity change, negative = inhibition, most hits filed as inhibitors | P. falciparum luciferase reporter growth, 96 h
#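 96 h incubation, 37 C, 5% CO2, of luciferase-reporter P. falciparum-infected RBCs (2% hematocrit, 0.05% parasitemia final) with test compounds; endpoint luminescence.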
# Pf growth 48h: P. falciparum growth inhibition at 48 hours (one generation); P. falciparum luciferase growth in erythrocytes, 48 h; Potency, µM (highest dose often 28.7 µM), for the others: at the top dose activity change, negative = inhibition, usual class: inhibitors; hit rate 5.9% among 310,000
#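 Compounds are pin-transferred into medium, infected erythrocytes (2% hematocrit, 0.1% parasitemia final) are added, and plates sit one parasite generation at 37 C in 5% CO2. Detection reagent is then added and luminescence measured.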
# Sm TGR block: blocks Schistosoma mansoni thioredoxin glutathione reductase; Q962Y6; purified TGR, DTNB reduction, TNB absorbance 405 nm; Potency, µM (series often up to 114 µM), inactives show at the top dose activity change, negative = inhibition, actives largely listed as inhibitors; hit rate 3% among 360,000; further: nearly all actives have a fitted effect of over 60% in size
#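 First, TGR (20 nM dispensed) and NADPH were mixed with compound. Second, a 15 min room-temperature incubation followed. Third, further NADPH and then DTNB were added to start the reaction. Finally, TNB absorbance was monitored kinetically.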
# LmPK inh: inhibitors of Leishmania mexicana pyruvate kinase; Q27686; purified LmPK, Kinase-Glo ATP luminescence, 1 h; Potency, µM (top dose mostly 57.5 µM), without a hit: at the top dose activity change, negative = inhibition, hits mostly inhibitors; hit rate 0.37% among 290,000; AID 1721
# Target sequence (Q27686 whole entry, looked up): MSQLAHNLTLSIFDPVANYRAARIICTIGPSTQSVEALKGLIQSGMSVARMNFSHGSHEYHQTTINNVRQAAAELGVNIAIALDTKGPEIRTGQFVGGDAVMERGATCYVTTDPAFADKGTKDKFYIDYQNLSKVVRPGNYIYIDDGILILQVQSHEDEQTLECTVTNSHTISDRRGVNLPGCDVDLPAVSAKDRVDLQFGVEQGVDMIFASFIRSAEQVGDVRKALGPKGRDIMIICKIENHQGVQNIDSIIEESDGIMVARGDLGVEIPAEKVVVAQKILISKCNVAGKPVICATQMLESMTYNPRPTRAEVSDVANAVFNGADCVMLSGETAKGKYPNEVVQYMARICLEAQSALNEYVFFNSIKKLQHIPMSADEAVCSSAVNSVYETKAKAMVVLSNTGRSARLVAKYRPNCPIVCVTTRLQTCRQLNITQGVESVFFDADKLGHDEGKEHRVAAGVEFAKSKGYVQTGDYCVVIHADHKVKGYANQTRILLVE
#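 Purified LmPK (0.1 nM) with 0.5 mM PEP and 0.1 mM ADP in imidazole buffer pH 7.2 with MgCl2/KCl, 1 h at room temperature. ATP formed was read by luciferase luminescence and normalized to no-enzyme and uninhibited controls.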
# * hit, by the source's call; ? = inconclusive; nt = not tested or not shown; & = joins results of further samples; [ ] = another dose, or the depositor's remark. The call rests on the fitted dose curve; in most records, active means well fitted curve in the direction sought with a large enough effect; inconclusive means small, poorly fitted or top-dose-only effect, or another doubt; inactive means no such curve, though single readings can be large; an effect the other way counts as inactive or inconclusive. On the % scale 0 is the no-effect control and ±100 the full control effect; potency means the concentration at half of the fitted maximal effect.
SMILES,TbPYK inhibitor,HCV inhibitor,Pf growth 96h,Pf growth 48h,Sm TGR block,LmPK inh
Cc1ccc(NC(=O)c2c(C)nn(-c3ccccc3)c2Cl)cc1,1%,-23%,?,11%,2%,0%
Cc1ccc(CC2C(=O)N(C)C(=O)N(C)C2=O)s1,?,-5%,48%[activator],12%,40µM*,-1%
O=C1COc2ccc(C(=O)COC(=O)c3ncc(Cl)c(Cl)c3Cl)cc2N1,4%,19%,55%[activator],44%[activator],50µM*,nt
COC(=O)C1CCN(C(=O)CSc2nc3ccc(OC)cc3[nH]2)CC1,-2%,20%,7%,9%,-16%,-7%
CC(Oc1ccc(F)cc1)C(O)CCN(C)C (configuration not stated),-2%,11%,14%,265%[activator],-1%,-1%
Cc1nc(-n2nnc3cc(C)c(C)cc32)c2c3c(sc2n1)CCCC3,0%,6%,?,?,-27%,0%
CC1CCCCC1NC(=O)CN1CCC(NC(=O)c2ccc([N+](=O)[O-])cc2)CC1 (configuration not stated),2%,-5%,11%,-2%,3%,1%
O=C(OCC(=O)N1CCN(c2ccccc2)CC1)c1nc(Cl)ccc1Cl,-15%,3%,34%[activator],13%,1%,nt
COc1cc(/C=C/C(=O)N2CCc3ccccc3C2)cc(OC)c1OC,-2%,?,?,?,-14%,0%
CCOC(=O)CSC1=C(C#N)C(c2ccc(Cl)cc2)C(C(=O)OC)C(=O)N1 (configuration not stated),-15%,?,nt,-4%,-8%,-8%
Cc1c(-c2ccccc2)nc(N)c(C#N)c1-c1cccs1,0%,18%,-1%,6%,3%,11%
Cc1ccc(N2C(=O)[C@@H]3C(c4ccc(F)cc4)=NO[C@@H]3C2=O)cc1,3%,19%,57%[activator],46%[activator],-8%,-3%
CSCc1nnc2n1-c1ccc(Cl)cc1C(c1ccccc1)=NC2,-9%,-5%,?,3%,5%,0%
Cc1ccc(NC(=O)COC(=O)c2c[nH]c3ccccc23)cc1C,1%,3%,-23%,?,-4%,nt
CCOC(=O)C1=C(C)N=C(/N=C/N(C)C)SC1c1ccccc1 (configuration not stated),-2%,-12%,37%,?,-1%,4%
NS(=O)(=O)c1ccc(CNS(=O)(=O)c2ccc3ccccc3c2)cc1,1%,3%,?,12%,0%,-11%
CC(=O)N1CCN(Cc2nc3cc(NS(C)(=O)=O)ccc3n2C)CC1,1%,5%,nt,-1%,-1%,-2%
COc1ccc(C(=O)Nc2ccc(F)cc2F)cc1,-11%,-2%,nt,165%[activator],6%,14µM*
CS(=O)(=O)N1CCCC(C(=O)NCc2ccccc2Cl)C1 (configuration not stated),5%,-2%,6%,3%,7%,-1%
CC(=O)NC(CC(=O)O)c1ccccc1 (configuration not stated),-1%,22%,63%[activator],6%,-1%,-1%
CCN1CCN(C(=O)CCNC(=O)Cn2cnc3ccccc3c2=O)CC1,5%,7%,5%,20%,-13%,0%
Cc1ccc(OCC(=O)N2CCc3ccccc3C2)c([N+](=O)[O-])n1,-1%,-21%,15%,-2%,-2%,5%
O=C(Nc1nnc(-c2ccccc2F)s1)c1ccccc1F,7%,20%,?,172%[activator],-6%,0%
CCCCCn1c(=O)c2ccccc2n2c(CCl)nnc12,5%,-25%,?,?,14µM*,-3%
Cc1nn(CCC(N)=O)c2nc(-c3cccs3)cc(C(F)(F)F)c12,0%,10µM*,?,9%,4%,1%
CCOc1ccc(S(=O)(=O)N/N=C2/CCCC(=O)C2)cc1,-14%,-21%,4%,1%,?,2%
O=C(Nc1nccs1)c1cc2c(s1)-c1ccccc1OC2,0%,?,-4%,nt,-1%,8%
CCOC(=O)NC(=O)CN1C(=O)NC2(CCc3ccccc32)C1=O (configuration not stated),3%,-13%,0%,29%,1%,-10%
CCOC(=O)C1(Cc2cccc(OC)c2)CCCN(C(=O)CCN2CCCO2)C1 (configuration not stated),-1%,8%,59%[activator],-9%,7%,-4%
Cc1cc(C)cc(N(CCC#N)C(=O)CSc2ncnc3sccc23)c1,-2%,?,?,12µM*,-4%,nt
O=C(CCCCCN1C(=O)c2cccc3cccc(c23)C1=O)NCc1ccco1,-17%,-14%,?,?,-12%,0%
Cc1nc(-c2ccccc2)sc1-c1n[nH]c(=S)n1C,?,8%,?,32%[activator],8%,-11%
CCn1c(SCC(=O)NCC(=O)Nc2ccc(F)cc2)nnc1-c1ccncc1,2%,-15%,69%[activator],1%,0%,0%
CCCCNS(=O)(=O)c1ccc(OC)cc1,-3%,11%,5%,15%,3%,-1%
CCC[C@@H](OS(N)(=O)=O)[C@@H](Cc1ccccc1)C(=O)OCC,0%,-1%,53%[activator],47%[activator],0%,1%
COc1cc(C2NC(=O)NC(c3ccccc3)=C2C(C)=O)c(Cl)cc1OCC(=O)O (configuration not stated),1%,-3%,30%,11%,2%,4%

# Single records (already shown).
# O=C(CCCCCN1C(=O)c2cccc3cccc(c23)C1=O)NCc1ccco1 is entered as TbPYK inhibitor: -17%; HCV inhibitor: -14%; Pf growth 96h: ?; Pf growth 48h: ?; Sm TGR block: -12%; LmPK inh: 0%
# CCOC(=O)C1(Cc2cccc(OC)c2)CCCN(C(=O)CCN2CCCO2)C1 (configuration not stated) is entered as TbPYK inhibitor: -1%; HCV inhibitor: 8%; Pf growth 96h: 59%[activator]; Pf growth 48h: -9%; Sm TGR block: 7%; LmPK inh: -4%

# (list continues)
SMILES,TbPYK inhibitor,HCV inhibitor,Pf growth 96h,Pf growth 48h,Sm TGR block,LmPK inh
CC(=O)N1CCc2c(sc(NC(=O)c3cccc(N4C(=O)CCC4=O)c3)c2C(N)=O)C1,-28%,13%,-66%,18%,-23%,-4%
O=C1CC(c2ccccc2)CN1C(=O)c1cccc([N+](=O)[O-])c1 (configuration not stated),-8%,1%,-14%,25%,3%,-1%
CCc1nc2ccccc2c(C(=O)OCCN2C(=O)c3ccccc3C2=O)c1C,-8%,-9%,109%[activator],0%,6%,0%
Cc1cc(C)c2c(=O)n(CC(=O)NCCCN3CCOCC3)sc2n1,6.3µM*,-8%,?,-7%,?,-16%
CCOc1ccccc1NC(=O)N1CCC(NC(=O)C2CCCCC2)CC1,-1%,-1%,?,-16%,-3%,0%
COc1ccc(OCC(=O)NNC(=O)C(=O)Nc2ccc(C)cc2)cc1,-5%,18%,67%[activator],0%,-2%,10%
CCOC(=O)C1(CCCc2ccccc2)CCN(C(=O)CCc2cnn(C)c2)CC1,2%,?,35%[activator],?,1%[57.1 µM],-2%
O=C(N/N=C/c1cc([N+](=O)[O-])ccc1O)C1C2CCCCC21 (configuration not stated),nt,nt,18%,?,nt,-1%
CC(C)CC(CO)N1CCN(C(=O)c2cccc(C(F)(F)F)c2)CCC1=O (configuration not stated),0%,12%[8.37 µM],12%,-1%,2%,3%
Cc1ccc(S(=O)(=O)NC(=O)c2ccc(Br)o2)c(C)c1,2%,4%[8.37 µM],3%,25%,10%,2%
CN1CCN(CCCN2c3ccccc3Sc3ccc(Cl)cc32)CC1,0%&-1%&-7%,?,9.3µM*,9.3µM*,1%&-1%&-1%,1%&11%
Cc1cc(C(F)(F)F)nn1Cc1n[nH]c(=S)n1-c1cccc(Cl)c1,?,nt,25%,16%,-22%,-14%
CC(=O)N1CCC(C(=O)Nc2ccc(S(=O)(=O)N3CCCCC3)cc2)CC1,-4%,-11%,-5%,-1%,-3%,-10%
Cc1ccc(NC(=S)N2CCN(c3nccc(C(F)(F)F)n3)CC2)c(C)c1,-6%,7%,21%,44%,9%,9%
CCn1cc(C(=O)NCCc2ccccc2)c(=O)c2cc(S(=O)(=O)N(C)C)ccc21,-4%,8%,13µM*,?,17%,-6%
Cc1ccc(NCc2nnc(SCC(N)=O)n2CC2CCCO2)c(C)c1 (configuration not stated),-6%,2%,13µM*,-9%,1%,3%
Cc1nnc(OC(C)C)c2nn(-c3ccccc3F)c(C)c12,-4%,-15%,nt,?,6%,1%
CCCCNC(=O)CC1N=C2c3ccccc3N=C(SCC(=O)Nc3ccc(OC)cc3)N2C1=O (configuration not stated),2%,-1%,10µM*,?,-2%,-3%
CN(C)c1cc(Cl)c2nonc2c1N,1%,9%,?,?,50µM*,0%
CCC(=O)NC(=S)Nc1ccccc1C(=O)NC1CCCCC1,-5%,19%,-8%,-24%,-14%,2%
O=S(=O)(NC1c2cccc3cccc(c23)C1N1CCNCC1)c1ccc(Cl)cc1 (configuration not stated),-4%,?,-19%,?,-14%[57.1 µM],-4%
CN(CC(=O)N1CCN(Cc2ccccc2)CC1)S(=O)(=O)c1ccc(Br)cc1,-10%,?,31%[activator],?,-5%,-1%
O=C(CC(c1ccco1)C1CCCCC1=O)c1ccccc1 (configuration not stated),-1%,-10%,nt,-3%,-24%,0%
O=C(CCn1cccc1)Nc1ccc(OC(F)(F)F)cc1,-7%,4%,?,1%,-4%,1%

# Overlap with the part before: 3 entries, then new ones.
SMILES,TbPYK inhibitor,HCV inhibitor,Pf growth 96h,Pf growth 48h,Sm TGR block,LmPK inh
CN(CC(=O)N1CCN(Cc2ccccc2)CC1)S(=O)(=O)c1ccc(Br)cc1,-10%,?,31%[activator],?,-5%,-1%
O=C(CC(c1ccco1)C1CCCCC1=O)c1ccccc1 (configuration not stated),-1%,-10%,nt,-3%,-24%,0%
O=C(CCn1cccc1)Nc1ccc(OC(F)(F)F)cc1,-7%,4%,?,1%,-4%,1%
COC(=O)c1cccc(NC(=O)CSc2nc(O)c(-c3ccccc3)c(=O)[nH]2)c1,-6%,14%,1%,4%,nt,1%
CC(=O)c1c(C)[nH]c(C(=O)OCC(=O)N2CCCC2=O)c1C,2%,7%,-3%,-7%,0%,nt
Oc1ccc2ccccc2c1C=Nc1ccccc1,-8%,7%,?,25%,13µM*,-5%
O=C(CCCC(=O)N(CC(=O)NC1CCCC1)Cc1ccccc1)Nc1ccccn1,-2%,-2%,20%,-12%,-5%,-3%
CCOc1cc2c(C)cc(=O)oc2cc1Cl,-6%,-14%,-21%,23%,7%,2%
O=C(COC(=O)C1Cc2ccccc2CN1C(=O)c1ccccc1Cl)Nc1ccc(N2CCOCC2)cc1 (configuration not stated),0%,10%,14%,7%,-8%,1%
Cc1oc2c(C)c3oc(=O)c(CCC(=O)N4CCC(C(=O)NCCC(=O)O)(c5ccccc5)CC4)c(C)c3cc2c1C,-4%,?,?,?,-11%,-5%
CCN1CCN(c2oc(-c3ccccc3)nc2S(=O)(=O)c2ccc(C)cc2)CC1,-8%,?,12µM*,13µM*,-11%,nt
Cc1cc(C)n(-c2nc(SCC(=O)Nc3nccs3)c3c4c(sc3n2)COC(C)(C)C4)n1,3%,2%,0%,-23%,48%[activator],1%
COc1ccc(-c2nn(-c3ccccc3)cc2C(=O)NC(=S)NNC(=O)c2ccncc2)cc1,2%,-22%,?,?,7%,15%
C=CCNC(=S)N1CCN(CCN=CC2=C(O)CC(c3ccc(Cl)cc3)CC2=O)CC1 (configuration not stated),1%,-18%,-31%,?,4%,0%
COc1ccc2[nH]cc(CCNS(=O)(=O)c3ccc(F)cc3)c2c1,-1%,-5%,-44%,0%,4%[57.1 µM],2%
COc1ccccc1N1CCN(C(=O)/C=C/c2ccc3c(c2)OCO3)CC1,2%,?,-3%,0%,?,-3%
C=CCNC(=S)Nc1ccccc1-c1nnc2n1CCCCC2,-18%,5%,-30%,-8%,-15%,7%

# Quoted at random: 3 compounds from above.
SMILES,TbPYK inhibitor,HCV inhibitor,Pf growth 96h,Pf growth 48h,Sm TGR block,LmPK inh
COC(=O)c1cccc(NC(=O)CSc2nc(O)c(-c3ccccc3)c(=O)[nH]2)c1,-6%,14%,1%,4%,nt,1%
CCOc1cc2c(C)cc(=O)oc2cc1Cl,-6%,-14%,-21%,23%,7%,2%
COc1ccc(-c2nn(-c3ccccc3)cc2C(=O)NC(=S)NNC(=O)c2ccncc2)cc1,2%,-22%,?,?,7%,15%

# Source: PubChem BioAssay (National Center for Advancing Translational Sciences (NCATS))
